# Screening results from PubChem.
# HP1b binding inh: inhibitors of HP1-beta chromodomain binding to methylated histone tails; Potency, µM (doses to about 114 µM), without a hit: top-dose activity change, negative = inhibition, usual class: inhibitors; actives 0.56% (n = 390,000); AID 540317; P83916; AlphaScreen HP1-beta / biotin-H3K9me3 peptide binding; further: nearly all actives have a fitted effect of over 70% in size; inactives centre near 23
# Target sequence (P83916 whole entry, looked up): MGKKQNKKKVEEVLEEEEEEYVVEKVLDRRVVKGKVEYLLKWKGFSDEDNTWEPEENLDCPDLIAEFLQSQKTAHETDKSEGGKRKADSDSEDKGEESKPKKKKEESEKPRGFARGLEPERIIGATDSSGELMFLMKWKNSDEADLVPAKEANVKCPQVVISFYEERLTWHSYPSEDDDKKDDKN
#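 AlphaScreen: HP1-beta (50 nM) preformed 30 min with biotin-H3(1-18)K9me3 peptide (50 nM) in PBS pH 7.4, 0.01% Tween-20. Compound added for 30 min at RT, then streptavidin donor/nickel chelate acceptor beads (10 ug/mL) for 30 min.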
# Pin1 inhibitor: human Pin1 inhibition. Pin1 FP peptide displacement, HiFluor488, 10 min. Potency, µM (top dose mostly 115 µM), inactives show at the top dose activity, negative = inhibition, hits mostly inhibitors. actives 0.009% (n = 390,000); active means well fitted inhibition curve with a large enough effect in the polarisation, with a control signal flat, not every such curve was filed as active; inconclusive means small, poorly fitted or top-dose-only effect, or effect the other way, or a change in a side signal; inactive means no such curve, though single readings can be large or run the other way; the % refers to the polarisation; further: on the % scale 0 is the no-effect control and ±100 the full control effect
# PGK inhibitor: blocks T. brucei phosphoglycerate kinase. P07378. PGK/GAPDH coupled, Kinase-Glo luminescence, 60 min. Potency, µM (doses to about 57.5 µM), for inactives: at the highest dose activity change, negative = inhibition, usual class: inhibitors. actives 0.043% (n = 380,000). AID 602233; further: on the % scale 0 is the no-effect control and ±100 the full control effect; nearly all actives have a fitted effect of over 60% in size
#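 Recombinant glycosomal PGK reaction used 1,3-bisphosphoglycerate generated in-well by GAPDH (100nM final) in 100mM TEA pH 7.6, 5mM MgCl2, 0.01% Tween-20. After 60 minutes at room temperature, ATP was read by Kinase-Glo Plus luminescence end-point.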
# GLS inhibitor: inhibitors of human glutaminase (GLS). actives 0.21% (n = 410,000). GLS enzymatic activity, qHTS titration. Potency, µM (series often up to 45.5 µM), for inactives: at the top dose activity change, negative = inhibition, usual class: inhibitors; further: on the % scale 0 is the no-effect control and ±100 the full control effect
#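 hKGA in 45 mM KH2PO4 pH 8.2, 0.02% Tween-20 with pin-transferred compounds; 1 mM L-glutamine (stock) plus glutamate oxidase/HRP/Amplex Red coupling added. Fluorescence read initially and after 30 min at RT.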
# BAZ2B block: inhibitors of human BAZ2B bromodomain; Potency, µM (series often up to 114 µM), for the others: at the top dose activity change, negative = inhibition, actives largely listed as inhibitors; actives 4.4% (n = 360,000); Q9UIF8; AlphaScreen BAZ2B-H3K14Ac peptide displacement; further: on the % scale 0 is the no-effect control and ±100 the full control effect; nearly all actives have a fitted effect of over 60% in size
#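 Inhibition is scored as reduced AlphaScreen emission. The BAZ2B/b-H3(5-23)K14Ac complex (50 nM each) in PBS pH 7.4, 0.01% Tween-20 meets compound (up to 110 uM) for 30 min at RT before bead addition.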
# Pol iota inh: DNA polymerase iota (human) inhibition; Q9UNA4; Pol iota fluorescent replication assay, 10 min; Potency, µM (highest dose often 115 µM), without a hit: at the top dose activity, negative = inhibition, hits mostly inhibitors; actives 1% (n = 390,000); AID 588590
# Target sequence (Q9UNA4 whole entry, looked up): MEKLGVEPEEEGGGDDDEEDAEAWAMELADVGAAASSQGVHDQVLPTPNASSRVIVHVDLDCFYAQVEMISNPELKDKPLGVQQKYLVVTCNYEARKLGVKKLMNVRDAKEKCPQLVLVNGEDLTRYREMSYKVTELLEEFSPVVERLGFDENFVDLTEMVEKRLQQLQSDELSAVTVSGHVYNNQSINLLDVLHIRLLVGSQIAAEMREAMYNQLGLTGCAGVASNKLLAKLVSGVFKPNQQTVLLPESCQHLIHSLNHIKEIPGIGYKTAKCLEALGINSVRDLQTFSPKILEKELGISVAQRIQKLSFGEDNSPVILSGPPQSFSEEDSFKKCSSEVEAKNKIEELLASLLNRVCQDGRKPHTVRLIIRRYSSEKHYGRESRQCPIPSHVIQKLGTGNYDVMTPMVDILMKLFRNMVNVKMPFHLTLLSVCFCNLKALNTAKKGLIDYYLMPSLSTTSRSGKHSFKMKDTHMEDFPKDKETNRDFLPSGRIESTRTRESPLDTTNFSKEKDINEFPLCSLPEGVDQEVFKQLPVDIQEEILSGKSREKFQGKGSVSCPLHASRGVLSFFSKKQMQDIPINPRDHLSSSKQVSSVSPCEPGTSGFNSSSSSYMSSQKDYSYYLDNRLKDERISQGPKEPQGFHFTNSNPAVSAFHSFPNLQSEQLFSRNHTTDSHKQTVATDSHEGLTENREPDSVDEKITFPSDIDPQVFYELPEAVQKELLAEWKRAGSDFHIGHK
#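 Pol iota at 10 nM preincubated 15 min with compounds at room temperature; reaction started with fluorescent substrate, 50 nM final. Fluorescence read kinetically at 0 and 10 min; buffer-only wells as negative control.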
# BLM helicase inh: inhibitors of human Bloom syndrome helicase BLM; P54132; recombinant BLM DNA unwinding, fluorescence dequenching; Potency, µM (highest dose often 56.1 µM), inactives show top-dose activity change, negative = inhibition, hits mostly inhibitors; actives 0.2% (n = 350,000);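 further: plate controls were vehicle for no effect and no enzyme for full effect; nearly all actives have a fitted effect of over 35% in size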
# G9a block: G9a (human) methyltransferase inhibition; Q96KQ7; G9a H3K9 monomethylation, AlphaScreen, 2 h; Potency, µM (titrated, usually from 102 µM), without a hit: top-dose activity, negative = inhibition, actives largely listed as inhibitors; actives 8.8% (n = 350,000); AID 504332; further: on the % scale 0 is the no-effect control and ±100 the full control effect; nearly all actives have a fitted effect of over 75% in size
#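 G9a (20 nM) preincubated 15 min RT with compounds, then 500 nM biotinylated H3K9 peptide and 20 uM SAM added; 2 h RT reaction. Monomethyl-H3K9 product detected by AlphaScreen with anti-H3K9me1 antibody, streptavidin donor and anti-rabbit IgG acceptor beads.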
# JMJD2A Tudor inh: JMJD2A Tudor domain (human) inhibition. AlphaScreen JMJD2A-Tudor / H3K4me3 peptide binding. AID 504339. actives 4.4% (n = 390,000). Potency, µM (doses to about 114 µM), for inactives: top-dose activity change, negative = inhibition, hits mostly inhibitors; further: on the % scale 0 is the no-effect control and ±100 the full control effect; nearly all actives have a fitted effect of over 50% in size
# An asterisk follows results filed as active; i = inactive; ? = inconclusive; nt = not tested or not shown; [ ] = another dose, or the depositor's remark. Unless noted, the call rests on the fitted dose curve; in most records, active means well fitted curve in the direction sought with a large enough effect; inconclusive means small, poorly fitted or top-dose-only effect, or another doubt; inactive means no such curve, though single readings can be large; an effect the other way counts as inactive or inconclusive. Potency means the concentration at half of the fitted maximal effect.
SMILES,HP1b binding inh,Pin1 inhibitor,PGK inhibitor,GLS inhibitor,BAZ2B block,Pol iota inh,BLM helicase inh,G9a block,JMJD2A Tudor inh
Cc1ccc(S(=O)(=O)NCCc2sc3nc(-c4ccccc4)nn3c2C)cc1C,23%,10%,3%,6%,0%,-10%,-4%,12%[59 µM],-2%
Cc1c(Cl)cccc1NC(=O)N1CCN(C(=O)c2nsc3ccccc23)CC1,44%[activator][57 µM],-1%,-10%,6%,14%,-2%,8%,6%[59 µM],-1%
Cc1ccc(N(C(=O)CNC(=O)c2ccco2)C(C(=O)NC2CCCCC2)c2ccncc2)cc1F (stereo unspecified),25%,0%,-2%,3%,6%,28%,0%,-9%[59 µM],-5%
N#CCCN1CCN(S(=O)(=O)c2ccc(S(=O)(=O)NC3CCCCC3)cc2)CC1,38%,-1%,-6%,-7%,-5%,18%,-1%,?,-4%
COCC(C)n1c(C)cc(C(=O)COC(=O)c2cnc(Cl)c(Cl)c2)c1C (stereo unspecified),-14%,-2%,0%,3%,nt,-2%,nt,nt,?
Cc1nc2ccc(Br)cn2c1C(=O)N/N=C\c1ccccc1Cl,35%,4%,-5%,-1%,1%,-8%,-4%,-6%[0.501 µM],-14%
Cc1cccc(N(CC(=O)NC2CCCCC2)C(=O)Cn2nnc(-c3ccc(C)o3)n2)c1,11%,1%,i,2%,-15%,65%[activator],-3%,45µM*,-17%
C#CCN1C(=O)S/C(=C/c2cc(C)n(CC)c2C)C1=O,29%,?,-2%,-13%,18%,6%,-17%,-2%,-23%
COc1ccc(CNC(=O)Cc2c(C)c3cc4c(C)coc4cc3oc2=O)cc1,4%,8%,-14%,-2%,-15%,17%,-3%,2%[59 µM],-29%
O=C(N/N=C/c1ccc(O)cc1)c1cc(-c2ccc3c(c2)OCO3)n[nH]1,20%,-1%,-1%,2%,-2%,-23%,2%,-5%,0%
COC(=O)c1ccc(NC(=O)CSc2nnc(COc3c(C)cccc3C)o2)cc1,18%,13%,i,1%,5%,10%,0%,-3%,12%
CCCCN1CC(=O)N2[C@@H]3c4cc(OC)ccc4OC[C@@H]3[C@H](C(=O)OCC)[C@]2(C)C1=O,18%,3%,-10%,8%,nt,13%,nt,nt,?
Cc1cc(C)cc(N(C(C)C(=O)Nc2c(C)n(C)n(-c3ccccc3)c2=O)S(C)(=O)=O)c1 (stereo unspecified),25%,0%,-1%,1%,6%,9%,-2%,14%,-13%
COc1ccc(CCc2ccc3cc(OC)ccc3n2)cc1,77%[activator],9%,-1%,4%,nt,-3%,nt,nt,24%
CC(Sc1nc(NC(C)(C)C)nc(N(C)C)n1)C(=O)Nc1ccccc1 (stereo unspecified),14%,-5%,-4%,-1%,-4%,87%[activator],-6%,11%[59 µM],-12%
COC(=O)C(NC(=O)c1ccc(F)cc1)(Nc1ncc(S(=O)(=O)c2ccc([N+](=O)[O-])cc2)s1)C(F)(F)F (stereo unspecified),?,2%,-5%,7%,?,-1%,-9%,14%[59 µM],?
CN1/C(=C/C(=O)c2nc(S(C)(=O)=O)ncc2Cl)C(C)(C)c2ccccc21,8%,36%[activator],-9%,2%,?,?,-16%,?,-32%
CC(=O)NC(Cc1ccc(F)cc1)C(=O)NC1CCN(C(=O)Nc2ccc(F)cc2)CC1 (stereo unspecified),16%,-2%,1%,-21%,-1%,104%[activator],-3%,-9%[59 µM],4%
CC(C)(C)OC(=O)[C@H](Cc1ccccc1)NC(=O)c1[nH]cnc1C(=O)Nc1ccc(Cl)cc1,40%[activator],-2%,-4%,1%,-13%,5%,-16%,16%[59 µM],-24%
COc1cc(OC)cc(C(=O)Nc2ccc3c(c2)n(C)c(=O)c(=O)n3C)c1,-2%,-13%,8%,-8%,-3%,6%,3%,28%[59 µM],-2%
Cc1ccc(C(=O)CCC(=O)Nc2ccc(C)cc2C)cc1,19%,30%[activator],-9%,0%,1%,-15%,4%,-9%[59 µM],-5%
O=S(=O)(Nc1ccc2c(c1)OCCO2)c1cnc[nH]1,48%[activator],-9%,-10%,63%[activator],-2%,-5%,-2%,0%[2.33 µM],-8%
Cc1cc(C)cc(NC(=S)N2CCC(c3nc4ccccc4s3)CC2)c1,9%,?,nt,1%,-2%[57.1 µM],6%,-9%,41%[0.501 µM],?
O=C(CC1Sc2ncnn2C1=O)Nc1ccc(Br)cc1 (stereo unspecified),?,11%,2%,19%,-2%,0%,0%,2µM*,25µM*
CCCCC(=O)Nc1ccc(NC(=O)C(C)C)cn1,44%,0%,-4%,0%,7%,29%,2%,16%,-2%
CCc1ccccc1NC(=O)Cn1nc(C(F)(F)F)c2c1CCCC2,40%[activator],3%,-1%,-1%,1%,12%,-1%,3%[59 µM],6%
O=c1[nH]cc(N=Cc2cc(Cl)cc(Cl)c2O)c(=O)[nH]1,25%,?,-18%,-9%,-36%,?,-7%,nt,-17%
COc1ccc(Cn2cc(C(=O)c3ccc(OC)cc3)c(=O)c3cc4c(cc32)OCCO4)cc1,32%,30%[activator],-7%,-2%,-18%[57.1 µM],38%[activator],0%,-27%[59 µM],-19%
O=C(O)CC(CC(=O)O)(C(=O)O)c1ccccc1,35%[activator],-19%,i,-4%,-13%,21%,4%,8%,11%
Cc1coc2c(C)c3oc(=O)c(CCC(=O)N4CCC(C(=O)NCCCC(=O)O)(c5ccccc5)CC4)c(C)c3cc12,16%,6%,-8%,-4%,-34%,?,-1%,?,15%
NC(=O)C1CCN(C(=O)C(Cc2ccccc2)NC(=O)c2ccccc2)CC1 (stereo unspecified),2%,-3%,8%,10%,11%,?,nt,-10%[2.33 µM],-5%
CCOC(=O)c1ccc(NC(=O)CCc2nc3cccnc3n2Cc2cccs2)cc1,5%,?,i,0%,-15%,-22%,-29%,2%[59 µM],-25%
CCN1CCN(c2cc(N3CCN(C(=O)c4ccco4)CC3)c3c4c(onc24)-c2ccccc2C3=O)CC1,?,?,-12%,?,11µM*,28µM*,-25%,18µM*,28µM*
CC1CCCC(C)N1S(=O)(=O)c1ccc(NC(=O)CNCC2CCCO2)cc1 (stereo unspecified),6%,1%,-5%,-1%,56µM*,-1%[58.9 µM],4%,8.9µM*,18µM*
CCOC(=O)c1c(CN2CCOCC2)n(-c2ccccc2)c2cc(Br)c(O)cc12,29%,-2%,3%,nt,?,21%,-16%,?,21%
Cc1c(NC(=O)c2ncn[nH]2)cccc1-c1nc2ccccc2s1,-29%,12%,1%,9%,25µM*,11%,1%,?,?
C=CCNC(=O)NC(=O)COC(=O)CNS(=O)(=O)c1ccc(F)c(F)c1F,21%,-1%,-3%,-2%,-15%,3%,2%,-19%,-1%
O=C(COC(=O)c1ccccc1NC(=O)c1ccco1)Nc1ccc2c(c1)OC(F)(F)O2,26%,9%,4%,-8%,-2%,-10%,-4%,16%,-7%
CCn1c(SCC(=O)Nc2ccc3c(c2)n(C)c(=O)n3C)nnc1-c1ccncc1,10%,1%,5%,0%,?,34%[activator],-13%,nt,-12%
Cc1c(Cl)cccc1NC(=O)CSc1ccc(-c2cccnc2)nn1,30%,9%,-12%,-1%,3%,55%[activator],-9%,-34%,7%
CC#CCNCc1ccccc1,25%,1%,-9%,-1%,-1%,-1%,-3%,31%[59 µM],-11%
COC(=O)C1=C(CCc2ccccc2)NC(=O)NC1c1ccc(Cl)cc1 (stereo unspecified),10%,?,-5%,2%,nt,?,nt,nt,-29%

# Five compounds from above, arranged by length of the SMILES, largest number first:
SMILES,HP1b binding inh,Pin1 inhibitor,PGK inhibitor,GLS inhibitor,BAZ2B block,Pol iota inh,BLM helicase inh,G9a block,JMJD2A Tudor inh
CC(C)(C)OC(=O)[C@H](Cc1ccccc1)NC(=O)c1[nH]cnc1C(=O)Nc1ccc(Cl)cc1,40%[activator],-2%,-4%,1%,-13%,5%,-16%,16%[59 µM],-24%
Cc1ccc(N(C(=O)CNC(=O)c2ccco2)C(C(=O)NC2CCCCC2)c2ccncc2)cc1F (stereo unspecified),25%,0%,-2%,3%,6%,28%,0%,-9%[59 µM],-5%
CN1/C(=C/C(=O)c2nc(S(C)(=O)=O)ncc2Cl)C(C)(C)c2ccccc21,8%,36%[activator],-9%,2%,?,?,-16%,?,-32%
COc1cc(OC)cc(C(=O)Nc2ccc3c(c2)n(C)c(=O)c(=O)n3C)c1,-2%,-13%,8%,-8%,-3%,6%,3%,28%[59 µM],-2%
C#CCN1C(=O)S/C(=C/c2cc(C)n(CC)c2C)C1=O,29%,?,-2%,-13%,18%,6%,-17%,-2%,-23%

# Structures shown so far that contain two or more sulfur atoms (four):
SMILES,HP1b binding inh,Pin1 inhibitor,PGK inhibitor,GLS inhibitor,BAZ2B block,Pol iota inh,BLM helicase inh,G9a block,JMJD2A Tudor inh
Cc1ccc(S(=O)(=O)NCCc2sc3nc(-c4ccccc4)nn3c2C)cc1C,23%,10%,3%,6%,0%,-10%,-4%,12%[59 µM],-2%
N#CCCN1CCN(S(=O)(=O)c2ccc(S(=O)(=O)NC3CCCCC3)cc2)CC1,38%,-1%,-6%,-7%,-5%,18%,-1%,?,-4%
COC(=O)C(NC(=O)c1ccc(F)cc1)(Nc1ncc(S(=O)(=O)c2ccc([N+](=O)[O-])cc2)s1)C(F)(F)F (stereo unspecified),?,2%,-5%,7%,?,-1%,-9%,14%[59 µM],?
Cc1cc(C)cc(NC(=S)N2CCC(c3nc4ccccc4s3)CC2)c1,9%,?,nt,1%,-2%[57.1 µM],6%,-9%,41%[0.501 µM],?

# Some of the compounds tested (hit frequency here may not be typical).
